Source: PubChem
Lamin A splicing – qHTS Assay for Modulators of Lamin A Splicing; HeLa LMNA splicing GFP/RFP minigene ratio, 48 h; Potency, µM (highest dose often 46.1 µM), without a hit: top-dose ratio change, negative = inhibition, usual class: inhibitors; 200,000 tested, 0.01% active; AID 1487, 2009; active = well fitted inhibition curve with a large enough effect in the signal ratio, with a control signal flat, not every such curve was filed as active; inconclusive = small, poorly fitted or top-dose-only effect, or effect the other way, or a change in a side signal; the % refers to the signal ratio; also: potency is read from the fitted curve at half-maximal effect; % is scaled to controls: 0 for no effect and ±100 for the full control effect
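S3 HeLa cells stably expressing lamin A-EGFP splicing minigene plus DsRed2, 600 cells/well, 48 h compound exposure at 37C. Laser-scanning cytometry; analysed as GFP (500-530 nm)/RFP (575-640 nm) total intensity ratio; 0.5% DMSO vehicle.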
KinaseGlo FLuc – Counterscreen for Luciferase (Kinase-Glo TM) Inhibition; Kinase-Glo luciferase, ATP luminescence, 8 min; Potency, µM (titrated, usually from 38.3 µM), inactives show at the top dose activity change, negative = inhibition, actives largely listed as inhibitors; 200,000 tested, 0.28% active; AID 1379, 2008; also: potency is read from the fitted curve at half-maximal effect; % is scaled to controls: 0 for no effect and ±100 for the full control effect; nearly all actives have a fitted effect of over 60% in size
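Recombinant Kinase-Glo luciferase, 10 uM ATP (linear range), luciferin; imidazole pH 7.2 / KCl / MgCl2 / Tween / BSA buffer; 8 min RT; luminescence.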
CBFb RUNX1 block – qHTS Assay for Compounds Blocking the Interaction Between CBF-beta and RUNX1 for the Treatment of Acute Myeloid Leukemia; Runt-related transcription factor 1 (Homo sapiens) + Core-binding factor subunit beta …; AlphaScreen CBFb-His/RUNX1-biotin binding, biochemical; Potency, µM (series often up to 59.8 µM), without a hit: at the top dose activity, negative = inhibition, usual class: inhibitors; 230,000 tested, under 10 active; also: % of control where 0% means no effect
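Compounds were screened at multiple concentrations against a preformed CBF-beta(His)/RUNX1(biotin) complex (30 nM of each) for 15 min at room temperature, followed by 90 min with nickel and streptavidin beads and AlphaScreen reading.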
IMPase Li inh – qHTS Assay for Identifying the Cell-Membrane Permeable IMPase Inhibitors: Potentiation with Lithium | CHO-M1 cells, IP1 TR-FRET (IP-One), carbachol + lithium | Potency, µM (series often up to 59.4 µM), for the others: at the top dose activity, negative = IMPase inhibition, actives largely listed as inhibitors | 210,000 tested, 0.35% active | AID 1457, 2008;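 also: IP1 builds up when IMPase is blocked and the TR-FRET signal falls; potency is read from the fitted curve at half-maximal effect; plate controls were basal vehicle for no effect and high inhibitor control for full effect; nearly all actives have a fitted effect of over 50% in size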
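CHO cells stably expressing M1 receptor (2000/well) were cultured 16–30 h, then exposed to compounds with a small lithium addition for 30 min at 37C. IP1 was measured by TR-FRET competition; AC50 from Hill fits.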
NPSR antagonist – qHTS Assay for Antagonists of the Neuropeptide S Receptor: cAMP Signal Transduction. Q6W5P4. CHO-NPSR cells, cAMP TR-FRET, antagonist mode. Potency, µM (series often up to 38.3 µM), for inactives: at the highest dose activity change, negative = inhibition, hits mostly inhibitors. 220,000 tested, 1% active. AID 1461, 2008; also: potency is read from the fitted curve at half-maximal effect; % is scaled to controls: 0 for no effect and ±100 for the full control effect; nearly all actives have a fitted effect of over 50% in size; many of its hits are not listed in these tables
Target sequence (Q6W5P4 whole entry, looked up): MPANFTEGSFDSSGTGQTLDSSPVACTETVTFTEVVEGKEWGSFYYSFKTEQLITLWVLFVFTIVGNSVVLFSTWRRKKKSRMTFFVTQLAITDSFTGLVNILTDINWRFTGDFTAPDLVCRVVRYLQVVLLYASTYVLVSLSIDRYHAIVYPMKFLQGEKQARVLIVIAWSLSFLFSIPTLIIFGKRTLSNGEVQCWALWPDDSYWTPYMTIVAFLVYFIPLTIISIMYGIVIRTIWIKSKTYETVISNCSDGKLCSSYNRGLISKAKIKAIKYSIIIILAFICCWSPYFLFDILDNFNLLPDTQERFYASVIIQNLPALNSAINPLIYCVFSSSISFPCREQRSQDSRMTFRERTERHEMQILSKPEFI
GLA spleen mod – qHTS Assay for Inhibitors and Activators of Human alpha-Galactosidase From Spleen Homogenate; Potency, µM (doses to about 80 µM), without a hit: top-dose activity change, negative = inhibition, most hits filed as inhibitors; 240,000 tested, 0.008% active; human spleen homogenate, 4MU-alpha-Gal fluorescence, 40 min; Alpha-galactosidase A (Homo sapiens), P06280;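 also: potency is read from the fitted curve at half-maximal effect; 0% = enzyme with vehicle and -100% = no enzyme basal signal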
Target sequence (P06280 32-429 limits assumed): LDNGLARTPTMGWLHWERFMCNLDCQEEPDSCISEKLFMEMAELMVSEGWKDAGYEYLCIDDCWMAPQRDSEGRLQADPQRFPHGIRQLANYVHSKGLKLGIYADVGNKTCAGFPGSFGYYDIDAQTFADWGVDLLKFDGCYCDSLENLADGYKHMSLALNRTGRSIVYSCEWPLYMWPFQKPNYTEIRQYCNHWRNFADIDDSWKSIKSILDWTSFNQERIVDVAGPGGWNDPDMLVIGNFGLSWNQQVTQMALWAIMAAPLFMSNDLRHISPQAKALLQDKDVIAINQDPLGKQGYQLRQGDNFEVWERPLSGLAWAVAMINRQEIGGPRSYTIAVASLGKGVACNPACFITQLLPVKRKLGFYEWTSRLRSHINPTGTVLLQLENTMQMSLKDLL
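Spleen homogenate 1 ug + cpd (titration) + 4-MU-alpha-D-galactopyranoside 1 mM; 37C 40 min; 50 mM citrate/phosphate pH 5.0, 0.01% Tween-20; stop pH 10; fluorescence 365/440; AC50 via Hill.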
Epigenetic reg – Quantitative High-Throughput Screen for Regulators of Epigenetic Control | murine LDR cells, GFP reporter derepression, 30 h | Potency, µM (titrated, usually from 53.9 µM), for inactives: top-dose GFP activation, hits mostly activators | 280,000 tested, 0.2% active | AID 1865, 2009; also: potency is read from the fitted curve at half-maximal effect; % of control where 0% means no effect; nearly all actives have a fitted effect of over 60% in size
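Readout is the number of GFP-expressing murine LDR cells, counted by cytometry following washing. Cells were treated with compound for 30 h at 37 C; the stably integrated CMV-GFP locus is normally silent.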
Numbers without * were called inactive; ? = inconclusive; . = no result given; & = joins results of further samples; [ ] = another dose, or the depositor's remark. Unless noted, calls follow the shape of the dose curve; as a rule, active = well fitted curve in the direction sought with a large enough effect; inconclusive = small, poorly fitted or top-dose-only effect, or another doubt; inactive = no such curve, though single readings can be large; an effect the other way counts as inactive or inconclusive. This is a subset; rates above refer to the full screens.

Every second line gives: Lamin A splicing, KinaseGlo FLuc, CBFb RUNX1 block, IMPase Li inh, NPSR antagonist, GLA spleen mod, Epigenetic reg
- CCC(C)(C)n1nnnc1C(c1cc2ccc(OC)cc2[nH]c1=O)N1CCCCC1 (stereo not given)
 : 15%, -6%, -5%, 9%[38.3 µM], -16%[46.1 µM], 3%, 0.0%
- Cc1cccc(/C=C(\c2nc3ccccc3[nH]2)S(=O)(=O)c2ccccc2)c1
 : ?, 4%, 1%, -8%, 7.9µM*, 3%, -1.0%
- Cc1c(C(=O)C(=O)NCCc2ccc(S(N)(=O)=O)cc2)c2ccccc2n1C
 : 7%, -2%, -4%, -8%, 9%, 0%, 15%
- CCCSc1nnc(CNC(=O)C23CC4CC(CC(C4)C2)C3)n1Cc1ccccc1
 : -13%, 3%, -5%, 8%, -52%, -4%, -1.0%
- CC(C)C(=O)c1cn(CC(=O)N2CCCc3ccccc32)c2ccccc12
 : 7%, -2%, -3%, 18%[38.3 µM], -19%[46.1 µM], -2%, -2.5%
- O=C(NNc1ccccn1)C(c1ccccc1)c1ccccc1
 : 10%[46 µM], 1%, 8%, -3%, -5%, -2%, 11%
- O=C(/C=C/c1ccccc1)NC(=S)NNC(=O)c1ccco1
 : -9%, 3%, -19%, 8%, -16%, 5%, -0.1%
- O=C(COC(=O)CCSc1ccccc1)Nc1cc(F)ccc1F
 : -8%[46 µM], -2%, -4%, -6%, -1%, 0%, -4.1%
- COc1ccc2oc3ccc(OC)cc3c(=O)c2c1
 : ?, -9%, 2%, 10%[38.3 µM], -1%[46.1 µM], -4%, -1.1%
- O=C(O)CCC(=O)N1CCC[C@H]1C(=O)O
 : ., ., 10%, ., 25%, 11%, 0.0%
- CSc1nsc(SCC(=O)Nc2nncs2)n1
 : 4%[46 µM], 1%, ?, -4%, 8%, 5%, 2.2%
- O=C(Nc1ccn(Cc2ccccc2F)n1)c1ccc(COc2ccc(Cl)cc2Cl)o1
 : ?, ., -5%, ., ?, -1%, 0.0%
- COCCn1c(SCC(=O)Nc2nnc(C)s2)nnc1-c1c[nH]c2ccccc12
 : -16%, 2%, 0%, 11%[38.3 µM], -10%[46.1 µM], -16%, 0.0%
- Brc1ccc(C2NCCS2)cc1 (stereo not given)
 : ., -1%, -1%, 1%, 19%, -4%, -1.2%
- CC(=O)n1nc2nc(C)cc(C)c2c1N
 : 2%, 2%, -5%, -6%[38.3 µM], -1%[46.1 µM], -7%, 0.0%
- N[C@@H](C(=O)O)c1ccc(C(=O)O)c(C(=O)O)c1
 : ., -1%&2%&-3%, -1%, -6%&5%&8%&7%, ., 18%&5%&-2%&0%, 1.1%&-0.9%&1.0%&1.9%
- O=C1c2cccnc2C(=O)N1Cc1ccccc1
 : 2%, 1%, -5%, -4%, 12%[46.1 µM], -5%, 2.0%
- COc1ccc(CC(=O)Nc2nc(C)cs2)cc1OC
 : ?, 4%, -4%, 1%[38.3 µM], -2%[46.1 µM], -2%, 0.3%
- O=C(CSc1nnc(Cn2nnc3ccccc32)o1)Nc1cccc(Cl)c1
 : 11%, 2%, 2%, -4%[38.3 µM], -15%[46.1 µM], -13%, -1.4%
- CC(=O)Nc1ccc(NC(=O)C(C)OC(=O)/C=C/c2cn(-c3ccccc3)nc2-c2cccnc2)cc1 (stereo not given)
 : 0%, 0%, 1%, 11%, 0%, -1%, 2.2%
- CC1(c2cc([N+](=O)[O-])cc([N+](=O)[O-])c2)CC(C)(C)N(C(=O)c2ccccc2)c2ccccc21 (stereo not given)
 : ?, -3%, ?, -10%[38.3 µM], -3%[46.1 µM], 11%, -0.9%
- COc1ccc(-c2[nH]c(-c3ccc(F)cc3)nc2SCC(=O)NC2CCCC2)cc1
 : ?, 0%, 4%[2.36 µM], 13%, -29%, 3%, 1.2%
- COc1ccc(CNC(=O)CCc2nc(-c3ccccc3F)no2)c(OC)c1
 : -6%, 4%, 6%, 8%[38.3 µM], 4%[46.1 µM], 8%, 0.0%
- CCOC(=O)c1cn(C2CC2)c2c(F)c(F)c(F)cc2c1=O
 : 30%[46 µM], 0%, 4%, -12%, -18%, 1%, 0.0%
- O=C(NC(Cc1c[nH]c2ccccc12)C(=O)O)/C(=C/c1ccc2c(c1)OCO2)NC(=O)c1ccccc1 (stereo not given)
 : 0%[9.22 µM], 5%, 2%, -5%, 14%, -1%, -3.7%
- Cc1cccc(N=C2NC(=O)/C(=C/c3cccs3)S2)c1
 : ?, -3%, 12%, 10%, -8%, -7%, -1.9%
- O=C(N/N=C/c1ccc(Sc2nc3ccccc3[nH]2)o1)c1ccncc1
 : ?, 0%, 2%, -2%, -3%, 4%, -3.8%
- C=CCc1c(C)[nH]c(=S)c(C#N)c1C
 : 8%, 5%, 1%, -22%[38.3 µM], -12%[46.1 µM], 0%, -1.9%
- CCN(CC)c1ccc(NC(=S)NC(=O)c2cccs2)cc1
 : ?, 3%, ?, 14%, ?, 11%, -4.1%
- CC(C)(C)c1cc(C(=O)NCC(=O)OCC(=O)c2cccc([N+](=O)[O-])c2)cc(C(C)(C)C)c1
 : 21%, 4%, -6%, -2%, -7%, 8%, -1.8%
- COc1cc(NC(=O)COC(=O)c2cnccn2)c(C)cc1[N+](=O)[O-]
 : ., ., 0%, ., -18%, 3%, 12%
- COCCNC(=O)c1cn(C(C)c2ccccc2F)nn1 (stereo not given)
 : ., ., 12%, ., 6%, 0%, -0.1%
- COC(=O)c1cnc(SCc2ccc(C)cc2)n1C
 : ., -1%, 18%, 7%, -13%, -6%, 0.4%
- Cc1[nH]c2ccccc2c1/C=C(\C#N)C(=O)NCC1CCCO1 (stereo not given)
 : -15%[46 µM], -3%, 1%, 6%, 13%, 0%, -1.6%
- O=C(O)Cn1cc(/C=C/[N+](=O)[O-])c2ccccc21
 : ., -1%, -5%, 1%, -48%, 0%, -5.1%
- CC(=O)c1c(C)[nH]c(C(=O)NCCCN2CCCC2)c1C
 : 2%, -4%, 2%, 0%[38.3 µM], -6%[46.1 µM], 1%, 0.9%
- OCCCNC(=S)Nc1ccc(Oc2ccccc2)cc1
 : ?, -1%, 3%, -3%, -1%, -6%, 1.0%
- CC1(C)CC(=O)C2=C(C1)NCN(Cc1ccccc1)C2
 : 10%, -2%, 6%, -5%[38.3 µM], -19%[46.1 µM], 0%, -0.7%
- Cc1nc2ccccc2nc(=O)c1NNc1ccccc1
 : -20%, -1%, -8%, -1%, -15%, 8%, -0.1%
- COc1ccc(-c2csc(NC(=S)NC(=O)/C=C/c3ccco3)n2)cc1OC
 : ?, 0%, -26%, -8%, 1µM*, 2%, 0.0%

Individual results from above.
Under KinaseGlo FLuc, COc1ccc(-c2csc(NC(=S)NC(=O)/C=C/c3ccco3)n2)cc1OC reads 0%
Under NPSR antagonist, COCCNC(=O)c1cn(C(C)c2ccccc2F)nn1 (stereo not given) reads 6%

The listing continues.
Every second line gives: Lamin A splicing, KinaseGlo FLuc, CBFb RUNX1 block, IMPase Li inh, NPSR antagonist, GLA spleen mod, Epigenetic reg
- COc1ccc(C(=O)N2CCc3cc(OC)c(OC)cc3C2c2cccc([N+](=O)[O-])c2)cc1OC (stereo not given)
 : -17%, 10%, -13%, 8%, -24%[46.1 µM], 5%, -0.9%
- CCCCOc1ccc(C(=O)N2CCCCCC2)cc1
 : -15%, -1%, 6%, 10%, -13%[46.1 µM], -5%, 0.1%
- Cc1ccc(-c2csc3nc[nH]c(=O)c23)cc1
 : ?, -3%, -2%, -2%, -1%, -7%, -2.2%
- CC(C)(C)C(=O)Cn1c[n+](N)cn1
 : 0%, 4%, 5%, 14%[38.3 µM], -1%[46.1 µM], 3%, 0.8%
- COC(=O)c1nn2c(C(F)(F)F)cc(-c3ccc(Br)o3)nc2c1Br
 : -4%, 15%, 2%, -15%[38.3 µM], -1%[46.1 µM], -8%, ?
- Cc1cccc(NC(=S)NCc2ccc3[nH]c4c(c3c2)CCCC4)c1
 : ?, -2%, -28%, 18%, -17%, 0%, 0.0%
- C1CCc2nc3c(nc2C1)CCCC3
 : ., ., 5%, ., -17%, 5%, 0.0%
- COc1ccc2c(c1)nc(SCC(=O)c1cccs1)n2C
 : 1%, -4%, -1%, 1%[38.3 µM], -13%[46.1 µM], -7%, 1.9%
- COc1cccc(C(=O)NCC(=O)N/N=C/c2cccs2)c1
 : -4%, 0%, -1%, 3%, 13%, -2%, -1.0%
- Cc1nc(NC(=O)CCCC(=O)Nc2nc(C)c(C)s2)sc1C
 : -7%, 1%, 1%, 13%, -7%[46.1 µM], 4%, -8.4%
- CCOC(=O)COc1cccc2c(=O)n(CC(=O)NCc3ccccc3)ccc12
 : ., ., -2%, ., 9%, 4%, 0.0%
- Cc1oc(-c2ccccc2Cl)cc1-c1nn2c(-c3ccco3)nnc2s1
 : -1%, -4%, 7%, 7%[38.3 µM], 11%[7.67 µM], 3%, 6.9%
- O=C(CCl)Nc1ccccc1C(=O)c1ccccc1
 : 0%[46 µM], -1%, -23%, -9%, -16%, -4%, 2.4%
- Clc1ccc2[nH]c3c(N4CCC5(CC4)OCCO5)ncnc3c2c1
 : ?, -6%, 4%, 24%[38.3 µM], ?, 10%, -1.0%
- CSc1nsc(SCC(=O)Nc2nc3ccc(C)cc3s2)n1
 : -6%, -3%, -3%, 0%, 0%[46.1 µM], -20%, 8.0%
- COc1ccc(-c2coc3cc4oc(=O)c5ccccc5c4cc23)cc1F
 : ?, -1%, 6%, -1%, ?, -3%, 5.7%
- COc1ccc(NS(=O)(=O)c2ccc(N3CCCC3)c(NC(=S)Nc3cccc(C)c3C)c2)cc1
 : ?, 3%, -23%, 6%, 5%, 7%, -1.1%
- Fc1ccccc1CCNc1nnnn1-c1ccccc1
 : 5%, 2%, 2%, -8%[38.3 µM], -7%[46.1 µM], 3%, -2.9%
- CCOC(=O)c1cc2c(nc1NC(=S)Nc1ccccc1)CC(C)(CC)OC2 (stereo not given)
 : -7%, -2%, 3%, 4%, -8%, 7%, -1.0%
- O=C(Oc1cc(-c2ccccc2)no1)c1cccc(C(F)(F)F)c1
 : 0%, -1%, -12%, 13%[38.3 µM], -4%[46.1 µM], 1%, -4.5%
- CCCCNC(=O)CC1N=C2c3ccccc3N=C(SCC(=O)Nc3ccc(OC)cc3)N2C1=O (stereo not given)
 : 11%, 1%, 1%, 2%[38.3 µM], -9%[46.1 µM], -11%, -0.1%
